High-throughput results (PubChem BioAssay)
HP1b chromo inh = inhibitors of HP1-beta chromodomain binding to methylated histone tails. AlphaScreen HP1-beta / biotin-H3K9me3 peptide binding. Potency, µM (titrated, usually from 114 µM), inactives show top-dose activity change, negative = inhibition, hits mostly inhibitors. hit rate 0.56% among 390,000. AID 540317; further: potency means the concentration at half of the fitted maximal effect; nearly all actives have a fitted effect of over 70% in size; inactives centre near 23
Target sequence (P83916 whole entry, looked up): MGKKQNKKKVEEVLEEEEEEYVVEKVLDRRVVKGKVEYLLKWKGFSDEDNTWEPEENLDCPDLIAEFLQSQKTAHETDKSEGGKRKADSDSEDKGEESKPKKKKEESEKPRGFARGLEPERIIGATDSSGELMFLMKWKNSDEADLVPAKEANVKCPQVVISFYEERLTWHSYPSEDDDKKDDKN
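AlphaScreen: HP1-beta (50 nM) preformed 30 min with biotin-H3(1-18)K9me3 peptide (50 nM) in PBS pH 7.4, 0.01% Tween-20. Compound added for 30 min at RT, then streptavidin donor/nickel chelate acceptor beads (10 ug/mL) for 30 min.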
GLS inh = glutaminase GLS (human) inhibition | hit rate 0.21% among 410,000 | O94925 | Potency, µM (top dose mostly 45.5 µM), for inactives: at the highest dose activity change, negative = inhibition, actives largely listed as inhibitors | GLS enzymatic activity, qHTS titration; further: potency means the concentration at half of the fitted maximal effect; on the % scale 0 is the no-effect control and ±100 the full control effect
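hKGA in 45 mM KH2PO4 pH 8.2, 0.02% Tween-20 with pin-transferred compounds; 1 mM L-glutamine (stock) plus glutamate oxidase/HRP/Amplex Red coupling added. Fluorescence read initially and after 30 min at RT.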
PGK inhibitor = blocks T. brucei phosphoglycerate kinase; P07378; hit rate 0.043% among 380,000; Potency, µM (series often up to 57.5 µM), inactives show at the highest dose activity change, negative = inhibition, most hits filed as inhibitors; PGK/GAPDH coupled, Kinase-Glo luminescence, 60 min; AID 602233; further: potency means the concentration at half of the fitted maximal effect; on the % scale 0 is the no-effect control and ±100 the full control effect; nearly all actives have a fitted effect of over 60% in size
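Luminescent ATP detection (Kinase-Glo Plus) follows a 60-minute room-temperature incubation, with wells lacking PGK as controls. Buffer: 100 mM TEA (pH 7.6), 5 mM MgCl2, 0.01% Tween-20. Coupling enzyme GAPDH (100 nM final) supplies unstable 1,3-BPG in-well.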
ERG-DNA inh = inhibitors of human ERG Ets domain-DNA interaction | P11308 | fluorescence polarization, His-ERG Ets domain / labelled DNA | Potency, µM (series often up to 76.9 µM), inactives show at the highest dose FP activity, negative = inhibition, most hits filed as inhibitors | hit rate 0.028% among 370,000; active means well fitted inhibition curve with a large enough effect in the polarisation, with a control signal flat; inconclusive means small, poorly fitted or top-dose-only effect, or effect the other way, or a change in a side signal; inactive means no such curve, though single readings can be large or run the other way; the % refers to the polarisation;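 further: polarization taken with two DNA probes labelled with fluorescein and Texas red; potency means the concentration at half of the fitted maximal effect; % of control where 0% means no effect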
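His-tagged ERG Ets domain (1 uM in the protein solution; 300mM KCl, 50mM Tris-HCl, 1mM EDTA, 1mM DTT, pH 7.5) received compound, then a probe mix of 5 nM fluorescein-DNA and 100nM Texas-615-DNA. Fluorescence polarization was read for both dyes.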
JMJD2A Tudor = JMJD2A Tudor domain (human) inhibition; Potency, µM (highest dose often 114 µM), without a hit: at the top dose activity change, negative = inhibition, actives largely listed as inhibitors; hit rate 4.4% among 390,000; O75164; AlphaScreen JMJD2A-Tudor / H3K4me3 peptide binding; AID 504339; further: potency means the concentration at half of the fitted maximal effect; on the % scale 0 is the no-effect control and ±100 the full control effect; nearly all actives have a fitted effect of over 50% in size
PI4K2A block = PI4K2A (human) kinase inhibition; activity change, negative = inhibition, % at 76.9 µM; AID 1346378; hit rate 0.13% among 420,000; Q9BTU6; purified PI4K2A, ADP-Glo luminescence, 1 h; hits give low values; in the data active means activity change below about -50%; inconclusive means mostly about -30% to -49%;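 further: -100% = wells without enzyme as full effect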
Target sequence (Q9BTU6 whole entry, looked up): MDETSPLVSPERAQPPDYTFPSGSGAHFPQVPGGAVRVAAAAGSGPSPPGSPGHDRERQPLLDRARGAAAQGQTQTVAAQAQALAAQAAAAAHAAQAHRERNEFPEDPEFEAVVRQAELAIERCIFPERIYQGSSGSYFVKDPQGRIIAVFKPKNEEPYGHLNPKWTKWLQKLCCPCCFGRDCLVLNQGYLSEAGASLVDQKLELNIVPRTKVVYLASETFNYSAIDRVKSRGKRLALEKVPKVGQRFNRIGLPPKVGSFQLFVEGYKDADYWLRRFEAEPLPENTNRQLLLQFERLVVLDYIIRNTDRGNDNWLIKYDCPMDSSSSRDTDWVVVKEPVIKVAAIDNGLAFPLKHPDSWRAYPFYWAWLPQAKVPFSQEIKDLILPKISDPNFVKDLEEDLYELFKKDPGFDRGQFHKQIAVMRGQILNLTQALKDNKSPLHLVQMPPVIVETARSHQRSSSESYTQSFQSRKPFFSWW
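PI4K2A activity was measured by ADP-Glo luminescence: enzyme (4 ug/mL stock) and phosphatidylinositol (1.2 mM stock) in Tris pH 7.5/MgCl2/EGTA/Triton X-100 buffer were reacted with ATP (300 microM stock) for one hour at ambient temperature.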
BAZ2B block = blocks human BAZ2B; hit rate 4.4% among 360,000; AlphaScreen BAZ2B-H3K14Ac peptide displacement; Potency, µM (doses to about 114 µM), inactives show at the top dose activity change, negative = inhibition, actives largely listed as inhibitors; Q9UIF8; AID 504333; further: potency means the concentration at half of the fitted maximal effect; on the % scale 0 is the no-effect control and ±100 the full control effect; nearly all actives have a fitted effect of over 60% in size
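Inhibition is scored as reduced AlphaScreen emission. The BAZ2B/b-H3(5-23)K14Ac complex (50 nM each) in PBS pH 7.4, 0.01% Tween-20 meets compound (up to 110 uM) for 30 min at RT before bead addition.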
G9a inh = G9a (human) methyltransferase inhibition. Q96KQ7. G9a H3K9 monomethylation, AlphaScreen, 2 h. Potency, µM (highest dose often 102 µM), for inactives: at the top dose activity, negative = inhibition, most hits filed as inhibitors. hit rate 8.8% among 350,000. AID 504332; further: potency means the concentration at half of the fitted maximal effect; on the % scale 0 is the no-effect control and ±100 the full control effect; nearly all actives have a fitted effect of over 75% in size
Target sequence (Q96KQ7 913-1193 limits assumed): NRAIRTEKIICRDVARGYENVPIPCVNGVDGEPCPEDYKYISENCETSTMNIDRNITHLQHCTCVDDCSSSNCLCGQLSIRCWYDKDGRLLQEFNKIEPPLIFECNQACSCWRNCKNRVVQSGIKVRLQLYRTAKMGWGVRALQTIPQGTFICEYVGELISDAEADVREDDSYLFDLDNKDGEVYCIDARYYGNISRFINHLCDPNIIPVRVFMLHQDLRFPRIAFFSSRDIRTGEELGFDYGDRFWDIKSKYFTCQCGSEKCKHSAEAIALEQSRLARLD
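Chemiluminescent proximity detection of H3K9 monomethylation, read after 10 min bead incubation in the dark. Reaction: 20 nM G9a, 500 nM biotin-H3K9 peptide, 20 uM SAM cofactor, 2 h, room temperature, following 15 min enzyme-compound preincubation.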
Pin1 inh = human Pin1 inhibition. Q13526. Pin1 FP peptide displacement, HiFluor488, 10 min. Potency, µM (doses to about 115 µM), for the others: at the top dose activity, negative = inhibition, most hits filed as inhibitors. hit rate 0.009% among 390,000. AID 504891; active means well fitted inhibition curve with a large enough effect in the polarisation, with a control signal flat, not every such curve was filed as active; inconclusive means small, poorly fitted or top-dose-only effect, or effect the other way, or a change in a side signal; inactive means no such curve, though single readings can be large or run the other way; the % refers to the polarisation; further: potency means the concentration at half of the fitted maximal effect; on the % scale 0 is the no-effect control and ±100 the full control effect
Starred values were filed as active, the others as inactive; i = inactive; ? = inconclusive; . = no result given; [ ] = remark or other dose. Unless noted, the call rests on the fitted dose curve; in most records, active means well fitted curve in the direction sought with a large enough effect; inconclusive means small, poorly fitted or top-dose-only effect, or another doubt; inactive means no such curve, though single readings can be large; an effect the other way counts as inactive or inconclusive.

G9a inh | JMJD2A Tudor | PI4K2A block | Pin1 inh | BAZ2B block | PGK inhibitor | GLS inh | HP1b chromo inh | ERG-DNA inh | SMILES
1%[59 µM] | -10% | -1 | 6% | -2% | i | 3% | 44%[activator] | -4% | O=C(CSc1nc(-c2ccccc2)c2ccccc2n1)Nc1ccc(F)cc1
13% | 9% | -2 | -1% | -1% | -4% | 8% | 37% | 4% | COC(=O)C(C)Nc1cccc(Br)c1 (stereo unspecified)
. | -14% | -2 | 1% | . | 5% | -1% | 18% | -6% | N#CCCCc1cc2ccccc2cn1
0%[2.33 µM] | 7% | 3 | -6% | 15% | -1% | 2% | 32% | -8% | CCCCn1c(N)c(N(C)C(=O)c2ccc(Br)o2)c(=O)[nH]c1=O
6% | 1% | 3 | -1% | -10% | -6% | -2% | 27% | 1% | CCc1cccc(NC(=O)c2cc(OC)c(OC)c(OC)c2)c1
. | -28% | 8 | -1% | . | i | -21% | -15% | 4% | CN(c1ccccc1)S(=O)(=O)c1ccc(Cl)c(C(=O)NCc2ccco2)c1
. | -4% | 8 | -4% | ? | 7% | -28% | 25% | -2% | CNC(=O)c1c(NC(=O)C(C)C)sc2c1CCC2
-9%[59 µM] | ? | -8 | -1% | 40µM* | -12% | 36%[activator] | -38% | -6% | CN=c1scc(C)n1/N=C/c1ccc(O)cc1O
-6%[59 µM] | -16% | 6 | -2% | 7% | -6% | -1% | 20% | -9% | Cc1cc(C)c(NC(=O)COC(=O)c2ccc([N+](=O)[O-])s2)c(C)c1
-34%[59 µM] | -8% | -4 | 1% | . | -4% | 3% | 44%[activator] | -1% | COc1ccc(-n2nc(C(=O)NCCc3ccc(OC)c(OC)c3)c3c4ccccc4n(C)c3c2=O)cc1
45µM* | -8%[11.4 µM] | 1 | 0% | ? | 2% | -18% | -14% | -2% | S=c1nc(-c2sccc2OCc2ccc(Cl)cc2Cl)[nH][nH]1
? | -6% | -7 | -13% | -4% | -1% | -11% | 13% | -5% | CNC(=O)CSc1nnc(-c2cccc(S(=O)(=O)N3CCOCC3)c2)n1-c1ccc(F)cc1
60% | -17% | -10 | ? | -15% | i | 3% | 24% | 4% | O=C(Nc1cccc(C(=O)N2CCOCC2)c1)c1ccc([N+](=O)[O-])cc1
. | -18% | -2 | 7% | . | -5% | -5% | 21% | 11% | C#CCN1Cc2ccccc2Oc2cc(Br)ccc2S1(=O)=O
-3%[12.7 µM] | -29% | 3 | 1% | 7% | -2% | 2% | 17% | 6% | CSc1ncccc1C(=O)N1CCN(S(=O)(=O)c2ccc3ccccc3c2)CC1
0%[12.7 µM] | -17% | 5 | -1% | 7% | -9% | 2% | 20% | -5% | O=c1ccn(Cc2ccccc2Cl)cc1
. | -8% | -2 | 3% | . | i | -1% | 44%[activator] | 8% | CCCc1cc(=O)[nH]c(SCC(=O)N2CCCCCC2)n1
2%[59 µM] | -14% | 5 | 4% | -7% | -7% | -22% | 13% | 7% | O=c1[nH]c(NCCO)nc2c1C1(CCCC1)Cc1ccccc1-2
8%[59 µM] | -17% | 2 | -9% | -15% | 3% | 12% | 15% | . | Cc1ccc(-n2c(=O)c3sccc3n(Cc3cc(=O)n4cc(Cl)ccc4n3)c2=O)cc1F
10µM* | 8.9µM* | 0 | -1% | -16% | -8% | -2% | 42%[activator] | 17% | S=c1[nH]nc(-c2ccc(Cl)cc2)n1-c1cccnc1

Single records (already shown):
CCCc1cc(=O)[nH]c(SCC(=O)N2CCCCCC2)n1 as listed: G9a inh: .; JMJD2A Tudor: -8%; PI4K2A block: -2; Pin1 inh: 3%; BAZ2B block: .; PGK inhibitor: i; GLS inh: -1%; HP1b chromo inh: 44%[activator]; ERG-DNA inh: 8%
S=c1nc(-c2sccc2OCc2ccc(Cl)cc2Cl)[nH][nH]1 as listed: G9a inh: 45µM*; JMJD2A Tudor: -8%[11.4 µM]; PI4K2A block: 1; Pin1 inh: 0%; BAZ2B block: ?; PGK inhibitor: 2%; GLS inh: -18%; HP1b chromo inh: -14%; ERG-DNA inh: -2%

Single values from above:
CCCCn1c(N)c(N(C)C(=O)c2ccc(Br)o2)c(=O)[nH]c1=O in GLS inh reads 2%
CN=c1scc(C)n1/N=C/c1ccc(O)cc1O in PGK inhibitor reads -12%
COc1ccc(-n2nc(C(=O)NCCc3ccc(OC)c(OC)c3)c3c4ccccc4n(C)c3c2=O)cc1 in Pin1 inh reads 1%
CSc1ncccc1C(=O)N1CCN(S(=O)(=O)c2ccc3ccccc3c2)CC1 in GLS inh reads 2%
CCc1cccc(NC(=O)c2cc(OC)c(OC)c(OC)c2)c1 in G9a inh reads 6%

Additional entries
G9a inh | JMJD2A Tudor | PI4K2A block | Pin1 inh | BAZ2B block | PGK inhibitor | GLS inh | HP1b chromo inh | ERG-DNA inh | SMILES
18µM* | -8% | -3 | 3% | -37% | i | 1% | 38% | 0% | COc1ccc(C2CC(c3ccccc3)=NN2C(=O)COC(=O)c2cccnc2)cc1 (stereo unspecified)
. | -4% | 2 | 1% | . | -8% | -8% | 41%[activator] | 7% | CCOc1ncccc1C(=O)OCC(=O)NCc1cccs1
14%[12.7 µM] | -3% | 3 | ? | -22% | -6% | -3% | 30% | ? | COc1cc(NC(=O)COC(=O)CNC(=O)C2CCCCC2)cc(OC)c1
68%[activator] | -20% | 1 | 10% | 6% | i | -9% | 8% | -7% | COc1ccccc1-c1cc(-c2ccccc2)nc(=O)[nH]1
15% | 5% | -1 | 13% | 3% | -4% | -1% | 55%[activator] | 0% | COc1ccc(-c2csc(N(CC3CCCO3)C(=O)c3cccs3)n2)cc1 (stereo unspecified)
15%[59 µM] | -20% | 4 | -7% | -5% | 0% | 4% | 19% | -11% | O=C(CN1CCC(n2nnc3cc(C(F)(F)F)ccc32)CC1)NCc1cccs1
? | ? | -4 | -6% | ? | -4% | 3% | 22% | 0% | CCc1ccc(CNCc2ccc(OCC(O)CN(C)Cc3ccccc3)cc2)nc1 (stereo unspecified)
-1%[59 µM] | 0% | 5 | 8% | -5% | 5% | -1% | 37% | -5% | COc1ccc(NC(=O)c2cc(C)on2)cc1
. | 6% | -3 | 4% | -2% | 0% | -2% | 50%[activator] | -1% | C/C(=N\NS(=O)(=O)c1ccccc1)c1ccccc1
-3%[59 µM] | 5%[57.1 µM] | 5 | -4% | 4% | 4% | 3% | 62%[activator] | -13% | Cn1c(SCC(=O)NCc2cccs2)nnc1-c1cccs1
. | -12% | 1 | 9% | -8% | i | -2% | 12%[57 µM] | -1% | Cc1ccc(NC(=O)c2ccc3nsnc3c2)c(C)c1
3% | -13% | -7 | -7% | -14% | -6% | -1% | -1% | -3% | O=C(Nc1ccccc1OC(F)(F)F)c1ccc([N+](=O)[O-])cc1
-14% | -15% | 3 | -4% | -1% | -10% | 3% | -7% | 1% | O=C(CNC(=O)c1ccccc1F)N/N=C/c1ccc2c(c1)OCO2
11%[59 µM] | -10% | 3 | 2% | 1% | 11% | 6% | 26% | . | CNC(=S)NN(C)c1nc(C)cc(C)n1
? | -30% | -11 | ? | -2% | -6% | -11% | 14% | 20% | C/C=C/C=C/C(=O)N1CC2(CC(c3cccc(NC(=O)/C=C/C)c3)=NO2)C[C@@H]1C(N)=O (stereo partly specified)
7%[59 µM] | -10% | 5 | 3% | 3% | -2% | -1% | 8% | 2% | Cn1cc(S(=O)(=O)c2cccc(Cl)c2)c(=O)c2cc(F)c(N3CCCCCC3)cc21
-43%[59 µM] | 13% | -13 | ? | 5% | -6% | 2% | 38% | -11% | O=C(Nc1ccc2oc(-c3ccc4ccccc4c3)nc2c1)c1cc(Cl)ccc1Cl
-45% | -15% | 2 | -2% | -18% | i | -2% | 53%[activator] | 4% | Cc1cc(C)c(C)c(C(=O)COC(=O)CNC(=O)CNC(=O)c2ccco2)c1C
-33% | -21% | 1 | 4% | ? | -3% | 12% | 32% | -1% | O=C(/C=C/Nc1ccccc1Oc1ccccc1)c1ccco1
. | -2% | -1 | -5% | -14% | i | -10% | 28% | 5% | O=C1c2cccnc2Nc2ccccc2N1CCCF
-9%[0.501 µM] | -34% | -6 | -5% | -34% | -6% | 3% | 9% | 7% | COc1cccc(OC)c1C1=CC(=O)C[C@H](c2ccc3c(c2)OCO3)C1
-23%[12.7 µM] | 1% | 2 | -12% | -27% | 9% | 5% | 28% | 1% | CN(C(=O)c1cccc(C#N)c1)c1nnc(-c2cnccn2)s1
56µM* | -26% | 3 | 1% | ? | i | 6% | 18% | -1% | COC(=O)[C@@]1(Cc2ccc(OC)cc2)[C@H]2c3cc(C(=O)N(C)C)n(CCSCCO)c3C[C@H]2CN1C(=O)c1ccccc1
. | -4% | -2 | ? | 4% | -3% | 13% | 41%[activator] | 7% | CCN(CC)C(=O)CN1C(=O)C2(NC(=O)c3ccccc3N2)c2ccccc21 (stereo unspecified)
. | -8% | -1 | 5% | -6% | -10% | 0% | 33% | -2% | Cc1ccc(C(=O)N/N=C\c2ccc([N+](=O)[O-])o2)cn1
? | ? | -5 | -1% | ? | -4% | 1% | -26% | -5% | O=[N+]([O-])c1ccccc1N/N=C1\CCc2ccccc21
-6% | -6% | -7 | -2% | -3% | 4% | 6% | 15% | 4% | O=C(NCC1CCCN1S(=O)(=O)c1cccs1)c1ccccc1F (stereo unspecified)
-3%[12.7 µM] | ? | 3 | -3% | -16% | -2% | 0% | 15% | 4% | O=C(COC(=O)c1ccc[nH]c1=O)NC1CCCc2ccccc21 (stereo unspecified)
